Compound activity: PubChem BioAssay, several laboratories
C8 TRAIL sens: caspase-8 TRAIL sensitization; NB7+C8 cells + TRAIL, ATPlite viability luminescence; inhibition (viability loss, TRAIL sensitization), % at 10 µM; 360,000 compounds, 1% hits; AID 624354;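 active means compounds causing at least 50% loss of cell viability in the single-dose screen, relative to plate controls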
CF NFkB block: cystic fibrosis NF-kB activation inhibition. KKLEB NF-kB-GFP reporter, PAF-induced, GFP fluorescence overnight. AID 588850. 360,000 compounds, 0.86% hits. inhibition, % at 5 µM;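 active means at least 50% inhibition at 5 µM, scaled per plate between neutral and stimulator controls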;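 further: PAF is a Pseudomonas aeruginosa culture filtrate used as stimulus; plate controls were PAF-stimulated DMSO wells for no effect and unstimulated DMSO wells for full effect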
KKLEB cytotox: reduces viability of KKLEB cystic fibrosis airway cells. 360,000 compounds, 0.36% hits. KKLEB CF airway cells viability, ATPlite luminescence, overnight; hits give low values; cells stimulated with P. aeruginosa culture filtrate. AID 602141. activity change (cytotoxicity), % at 5 µM;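 active means corrected activity change at or below -50% at 5 µM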
NCOA1 inh: human NCOA1 inhibition. Q15788. HEK293 GAL4-SRC1 luciferase reporter, luminescence. inhibition, % at 3.6 µM. 360,000 compounds, 0.12% hits. AID 588354;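 active means inhibition above the campaign mean plus 3 SD, with each screening campaign given its own cutoff, cut at about 60% in these data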;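 further: 0% = DMSO treated cells and 100% = gossypol at 36 µM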
COUP-TFII inh: blocks human COUP-TFII nuclear receptor; 370,000 compounds, 0.7% hits; AID 686940; HEK293T NGFI-A luciferase reporter, luminescence; inhibition, % at 8.6 µM; P24468;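 active means inhibition above a per-plate cutoff, mean inhibition of test wells between control levels plus 3 SD, cut at about 38% in these data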;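 further: cells cotransfected with COUP-TFII expression vector driving the NGFI-A reporter; 0% = median of COUP-TF2 test wells and 100% = reporter-only cells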
Target sequence (P24468 whole entry, looked up): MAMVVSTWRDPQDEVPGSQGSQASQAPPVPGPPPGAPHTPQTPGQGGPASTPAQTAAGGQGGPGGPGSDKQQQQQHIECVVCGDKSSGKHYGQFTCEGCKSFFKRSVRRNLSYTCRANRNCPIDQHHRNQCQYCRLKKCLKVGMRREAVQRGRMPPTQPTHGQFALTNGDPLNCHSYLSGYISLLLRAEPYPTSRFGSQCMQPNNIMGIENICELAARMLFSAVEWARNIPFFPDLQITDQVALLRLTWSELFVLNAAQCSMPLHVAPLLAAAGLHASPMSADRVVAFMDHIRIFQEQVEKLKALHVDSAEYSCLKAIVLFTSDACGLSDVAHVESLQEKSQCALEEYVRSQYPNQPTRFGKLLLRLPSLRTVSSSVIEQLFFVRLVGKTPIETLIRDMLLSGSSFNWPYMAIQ
TWEAK Fn14 block: TWEAK-Fn14 signaling inhibition. 360,000 compounds, 2% hits. inhibition, % at 10 µM. TWEAK-stimulated Fn14 reporter cells, luciferase luminescence, 8 h. AID 1159606; in the data active means inhibition above about 50%
NCOA2 inhibitor: inhibits human steroid receptor coactivator 2; HEK293 GAL4-SRC2 luciferase reporter, luminescence; 370,000 compounds, 0.17% hits; inhibition, % at 9 µM; AID 651957; Q15596;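 active means inhibition above the mean inhibition of all tested compounds plus 3 SD, set per campaign, cut at about 52% in these data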;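 further: 0% = DMSO treated cells and 100% = cells given Gossypol at 36 µM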
NCOA3 inh: human NCOA3 inhibition; 360,000 compounds, 0.17% hits; AID 588352; Q9Y6Q9; HEK293 GAL4-SRC3 luciferase reporter, luminescence; inhibition, % at 3.6 µM;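 active means inhibition above a per-campaign cutoff, the mean of all compounds plus 3 SD, cut at about 60% in these data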;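 further: 0% = DMSO-treated cells and 100% = gossypol-treated cells at 36 µM; higher means less SRC3-driven luciferase light from the GAL4 reporter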
LRH-1 inv ag: suppresses constitutive activity of human LRH-1. O00482. HEK293T StAR-luciferase reporter, LRH-1 transfected, 24 h. inhibition, % at 3.6 µM. 360,000 compounds, 0.13% hits. AID 602396;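 active means inhibition above the mean inhibition of all tested compounds plus 3 SD, cut at about 73% in these data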;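 further: 0% = DMSO wells and 100% = reporter-only cells lacking LRH-1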
Target sequence (O00482 whole entry, looked up): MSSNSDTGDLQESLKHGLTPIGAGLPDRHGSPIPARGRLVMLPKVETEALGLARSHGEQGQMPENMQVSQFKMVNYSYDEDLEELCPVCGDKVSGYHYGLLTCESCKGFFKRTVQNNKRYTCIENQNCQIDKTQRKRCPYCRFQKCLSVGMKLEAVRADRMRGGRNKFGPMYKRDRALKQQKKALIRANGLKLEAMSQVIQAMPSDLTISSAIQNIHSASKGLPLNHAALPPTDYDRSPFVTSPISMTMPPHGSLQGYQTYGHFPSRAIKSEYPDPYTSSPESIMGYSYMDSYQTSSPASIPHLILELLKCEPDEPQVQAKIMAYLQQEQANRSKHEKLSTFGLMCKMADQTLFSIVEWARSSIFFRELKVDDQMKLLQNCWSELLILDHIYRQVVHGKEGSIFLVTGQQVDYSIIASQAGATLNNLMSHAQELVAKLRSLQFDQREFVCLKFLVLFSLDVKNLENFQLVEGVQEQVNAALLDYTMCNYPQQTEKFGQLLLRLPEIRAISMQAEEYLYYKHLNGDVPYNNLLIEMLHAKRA
TROY signal inh: inhibitors of TROY-dependent NF-kB signaling | inhibition, % at 10 µM | AID 1347056 | 360,000 compounds, 0.98% hits | Q293 LMP1-TROYcd NF-kB luciferase reporter, 4 h;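 active means compounds whose plate-normalised and pattern-corrected inhibition of the luciferase reporter signal at the single screening dose is 50% or more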
LMP1 NFkB inh: Epstein-Barr LMP1 NF-kappaB reporter inhibition; LMP1-induced NF-kappaB luciferase reporter cells, luminescence; inhibition, % at 12.5 µM; 350,000 compounds, 0.69% hits; in the data active means inhibition above about 41%;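 further: 0% = neutral control wells and 100% = reference inhibitor control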
Starred values were filed as active, the others as inactive; · = no result given. Not a hit list; about 4.2% have a hit in one of these screens.

SMILES	C8 TRAIL sens	CF NFkB block	KKLEB cytotox	NCOA1 inh	COUP-TFII inh	TWEAK Fn14 block	NCOA2 inhibitor	NCOA3 inh	LRH-1 inv ag	TROY signal inh	LMP1 NFkB inh
Cc1c(NC(=O)c2ccccc2NC(=O)c2ccccc2)cccc1C(=O)O	-14	2	6	17	28	-17	-12	13	2	-10	7
CC(C)CNC1=CC(=O)CC(c2ccco2)C1 (configuration not stated)	-29	-25	7	-65	-7	6	13	-26	2	-32	1
CC(C)=C1C2C=CC1C(C(=O)Nc1cccc(C)c1)C2C(=O)O (configuration not stated)	-22	-13	-8	-11	13	6	3	0	23	-13	-23
Cc1cc(NC(=O)c2ccc(S(=O)(=O)N(C)C)cc2)no1	14	11	3	-1	6	2	-3	-11	0	-3	0
CCCCN1C(=O)C(CC(=O)NC(c2ccccc2)c2ccccc2)CC(C(=O)N2CCOCC2)=C1C (configuration not stated)	0	-10	7	-40	18	-4	18	1	-8	-2	-4
CCc1[nH]nc2c1C(Cc1ccccc1)C(C#N)=C(N)O2 (configuration not stated)	-5	10	-5	4	3	14	-10	-10	-12	1	1
O=C(CSc1nnc(-c2ccncc2)n1Cc1ccco1)Nc1cccc(O)c1	-6	27	-16	2	10	4	-25	-38	-5	16	-9
Cc1cc2oc(=O)cc(CN3CCOCC3)c2cc1C(C)C	-2	4	1	-53	-16	-11	-15	6	12	9	4
COc1cccc(NC(=O)c2ccc3c(c2)C(=O)N(CC2CCCO2)C3=O)c1 (configuration not stated)	-7	-8	-2	6	-7	-2	-26	10	-9	-35	-1
O=C(c1cccs1)N1CCCC(N2CCN(c3ccc(F)cc3)CC2)C1 (configuration not stated)	-1	-5	-1	-52	-13	5	16	4	6	8	0
COCCNC(=O)C1CCCN(C(=O)c2ccc3sccc3c2)CC1 (configuration not stated)	9	15	10	-2	0	7	-12	-13	5	-11	·
COc1ccccc1N(C)S(=O)(=O)c1ccc(C(=O)Nc2cc(F)ccc2C)cc1	-6	-7	-2	8	3	-11	25	2	4	28	-7
O=C(Nc1ccc(Nc2ccccc2)cc1)c1ccc(Br)o1	-14	3	-5	-46	-22	11	-60	-55	-72	-29	-20
O=C(NNc1c(F)c(F)cc(F)c1F)c1ccc(Cl)nc1	-18	3	-3	-16	-3	-1	-6	-1	6	-7	1
O=C(CCN1CCCCC1)c1ccc2c(c1)OCO2	-15	4	-10	-9	9	6	-1	15	-18	-16	-6
Clc1ccc(C2Nc3cccc4cccc(c34)N2)cc1	3	2	7	-8	3	10	18	-1	3	5	-13
C/C(=N\NC(=O)c1ccc(O)cc1)c1cccc(NC(=O)c2ccccc2C)c1	63*	17	-12	-68	-43	-6	-60	-12	-38	-14	11
CC1(C)CC2CC(C)(CN2C(=O)COc2cccc3ccccc23)C1 (configuration not stated)	7	8	7	17	4	-3	-26	20	5	-9	-15
O=C(OCCSCCOC(=O)C1CC=CCC1)C1CC=CCC1 (configuration not stated)	0	-24	-8	-3	3	-6	-31	2	7	3	2
COc1ccc(OCCNC(=S)Nc2cccc3ccccc23)cc1	-14	9	-8	5	-7	10	19	18	-3	13	-7
CSCC(C)N1CCC(n2nccc2NC(=O)CCCc2ccccc2)CC1 (configuration not stated)	1	-7	3	16	-17	-4	-8	1	13	14	-4
Cc1ccc(NC(=O)COC(=O)CCc2ccc(S(=O)(=O)N3CCOCC3)cc2)c(C)c1	0	1	3	-8	-5	-3	22	-4	5	12	-3
CCOC(=O)CC[C@H](NC(=O)Cn1cnc2c(SC)nc(N)nc21)C(=O)OCC	-2	-31	7	-12	-1	-13	-6	-1	0	-6	-6
COc1ccc(/C=C2\NC(=S)N(CC3CCCO3)C2=O)c(OC)c1 (configuration not stated)	-11	2	2	-21	-9	-58	-7	-13	-24	-59	-10
O=C(CO)N/N=C/c1ccccc1F	9	9	9	-11	-21	-20	-3	-42	-13	-28	-1
CC1C(=O)CC(c2ccccc2)NC1c1ccccc1 (configuration not stated)	8	1	-4	-21	-7	-7	0	-9	-1	3	1
CCOC(=O)N1CCN(C(=O)Cn2cc3c(n2)CCCC3)CC1	-8	8	-4	-22	-7	2	18	-11	3	5	3
CCCC(=O)OCCNc1cc(SCc2ccco2)c2nonc2c1[N+](=O)[O-]	-3	8	0	6	-6	6	4	8	-4	4	0
COc1ccc(NC(=O)c2sc3ncnc(N4CCN(c5ccccn5)CC4)c3c2C)cc1Cl	49	-20	-11	-4	-7	76*	26	3	-23	22	44*
CN(Cc1ccc(F)cc1)C(=O)CN1C(=O)c2ccccc2S1(=O)=O	-4	-2	5	9	3	8	-14	-12	-1	-51	-3
CCCC1CCc2c(c3ccccc3[nH]c2=O)O1 (configuration not stated)	-3	32	-5	-2	3	1	-2	-2	-13	16	-9
CC(NC(=O)c1cccc(S(=O)(=O)N2CCN(Cc3ccccc3)CC2)c1)c1ccc(Cl)cc1 (configuration not stated)	-13	-11	13	-41	4	8	-5	-12	-10	-1	-2
O=C(NCC1CC1)NC(=O)c1c(F)cccc1Cl	-8	-11	-4	8	6	20	0	-7	-26	-11	3
Cc1cc(C)c2c(ccc3ccccc32)n1	-4	-23	-14	-5	-3	-2	-29	-10	-8	-29	6
CCOC(=O)N1CCN(C(=O)c2ccccc2SCC(=O)NCC2CCCCC2)CC1	-10	-2	1	-9	5	-3	-30	-21	-16	-6	4
Cn1c(-c2cccc(Br)c2)n[nH]c1=O	-14	11	14	-30	5	-3	-8	13	15	-7	9

Among those listed so far, four contain a furan ring, fused or not.
SMILES	C8 TRAIL sens	CF NFkB block	KKLEB cytotox	NCOA1 inh	COUP-TFII inh	TWEAK Fn14 block	NCOA2 inhibitor	NCOA3 inh	LRH-1 inv ag	TROY signal inh	LMP1 NFkB inh
CC(C)CNC1=CC(=O)CC(c2ccco2)C1 (configuration not stated)	-29	-25	7	-65	-7	6	13	-26	2	-32	1
O=C(CSc1nnc(-c2ccncc2)n1Cc1ccco1)Nc1cccc(O)c1	-6	27	-16	2	10	4	-25	-38	-5	16	-9
O=C(Nc1ccc(Nc2ccccc2)cc1)c1ccc(Br)o1	-14	3	-5	-46	-22	11	-60	-55	-72	-29	-20
CCCC(=O)OCCNc1cc(SCc2ccco2)c2nonc2c1[N+](=O)[O-]	-3	8	0	6	-6	6	4	8	-4	4	0

Next part
SMILES	C8 TRAIL sens	CF NFkB block	KKLEB cytotox	NCOA1 inh	COUP-TFII inh	TWEAK Fn14 block	NCOA2 inhibitor	NCOA3 inh	LRH-1 inv ag	TROY signal inh	LMP1 NFkB inh
Cc1ccc(NC(=O)CSc2nnc(CN3CCOCC3)n2C)cc1C	-2	1	2	-1	3	3	10	3	0	17	-2
O=c1c(O)c(-c2ccc(O)c(O)c2)oc2cc(O)ccc12	17	43	5	5	-26	56*	-1	8	-17	21	4
Cn1c(C(=O)NC2CCCCCC2)cc2c(=O)n(C)c3ccccc3c21	24	-28	9	7	-3	3	-42	10	-16	-21	-1
COc1ccc(NC(=O)c2ccc(F)cc2)cc1S(=O)(=O)Nc1cc(C)ccc1Br	1	-8	-1	-4	1	60*	4	24	12	44	1
COC(=O)CCN(Cc1cc(OC)ccc1OC)S(=O)(=O)c1ccccc1Br	-5	0	7	-22	5	-4	-22	-13	-1	-4	-16
CN(C(=O)c1ccc(NC(=O)Cc2ccc(NC(=O)C3CCN(C(=O)CCc4ccccc4)CC3)cc2)cc1)C1CCCC1	-6	-11	16	7	-19	-1	-6	-2	3	1	0
COc1ccc(C(O)c2coc3ccc(O)c(CN(C)C)c23)cc1 (configuration not stated)	-7	9	-1	3	6	4	-4	3	-22	-4	15
O=C(NCc1ccco1)C1CCN(C(=O)c2ccc(Cl)cc2Cl)CC1	-30	-8	-5	-2	-11	10	-2	-10	-8	-6	0
CC(C)(C)[C@H]1C=C(C(=O)NCc2ccccc2)O[C@@H](OCc2ccc(CO)cc2)C1	-9	-16	-13	-6	-6	-8	8	8	-1	-16	9
Cc1noc(C)c1NC(=O)N(C)C[C@H]1Oc2ccc(NC(=O)Cc3ccccc3)cc2C(=O)N([C@H](C)CO)C[C@@H]1C	-1	15	-15	6	-5	0	-6	-9	-12	-3	0
O=C(O)Cc1ccc(NC(=O)c2cccc(NC(=O)c3ccco3)c2)cc1	0	20	6	-6	6	-21	-31	17	6	1	-10
Nc1ccc(S(=O)(=O)Nc2nccc(/C=C/c3ccc(Cl)cc3)n2)cc1	6	1	-6	-7	7	14	-9	-8	-6	-3	0
CCCC1S/C(=N/N=C/c2ccco2)NC1=O (configuration not stated)	6	3	12	0	2	-12	-19	10	-18	-4	8
CC1=C(C(=O)N(C(C)C)C(C)C)CC(CC(=O)NCc2cccc3ccccc23)C(=O)N1Cc1ccc(C(C)(C)C)cc1 (configuration not stated)	4	21	-1	6	4	10	17	-13	13	12	·
COc1ccc(C(=O)C[N+]2(C)CCOCC2)cc1	-8	-6	0	-1	-11	6	-8	11	-10	-15	-21
O=C(CCN1CCN(c2ccccc2)CC1)Nc1cccc(Br)c1	3	23	0	12	14	36	22	7	-22	26	-10

Grouped by structure, the entries above containing an NH in an aromatic ring.
SMILES	C8 TRAIL sens	CF NFkB block	KKLEB cytotox	NCOA1 inh	COUP-TFII inh	TWEAK Fn14 block	NCOA2 inhibitor	NCOA3 inh	LRH-1 inv ag	TROY signal inh	LMP1 NFkB inh
CCc1[nH]nc2c1C(Cc1ccccc1)C(C#N)=C(N)O2 (configuration not stated)	-5	10	-5	4	3	14	-10	-10	-12	1	1
CCCC1CCc2c(c3ccccc3[nH]c2=O)O1 (configuration not stated)	-3	32	-5	-2	3	1	-2	-2	-13	16	-9
Cn1c(-c2cccc(Br)c2)n[nH]c1=O	-14	11	14	-30	5	-3	-8	13	15	-7	9
